TrxR1 inh = blocks rat thioredoxin reductase 1; O89049; recombinant rTrxR1, NADPH fluorescence consumption, selenite substrate; Potency, µM (titrated, usually from 114 µM), for the others: top-dose activity change, negative = inhibition, usual class: inhibitors; 1% of 390,000 active; AID 588453; further: on the % scale 0 is the no-effect control and ±100 the full control effect; nearly all actives have a fitted effect of over 65% in size
Target sequence (O89049 whole entry, looked up): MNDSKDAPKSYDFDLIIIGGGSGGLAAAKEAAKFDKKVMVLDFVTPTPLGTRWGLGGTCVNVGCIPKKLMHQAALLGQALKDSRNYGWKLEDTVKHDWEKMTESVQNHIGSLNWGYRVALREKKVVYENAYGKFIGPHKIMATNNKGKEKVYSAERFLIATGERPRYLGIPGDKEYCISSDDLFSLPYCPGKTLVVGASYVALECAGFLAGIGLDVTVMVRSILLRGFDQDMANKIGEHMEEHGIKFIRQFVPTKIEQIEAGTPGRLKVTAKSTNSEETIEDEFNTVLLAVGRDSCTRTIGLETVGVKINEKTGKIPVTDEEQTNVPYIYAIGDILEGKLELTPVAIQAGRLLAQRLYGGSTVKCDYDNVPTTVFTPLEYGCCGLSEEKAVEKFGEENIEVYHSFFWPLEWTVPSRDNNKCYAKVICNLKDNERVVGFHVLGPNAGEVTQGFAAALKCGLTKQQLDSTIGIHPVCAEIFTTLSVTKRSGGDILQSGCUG
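Rat TrxR1 (90 nM in the dispensed reagent) was pre-reduced with 400 uM NADPH for 5 min at room temperature, then incubated with compound for 15 min. After 400 uM selenite was added, NADPH fluorescence (Ex 340/Em 450 nm) was followed for 8 min.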
RGS4 inhibitor = human RGS4 inhibition | Transcreener GDP fluorescence polarization, RGS4-accelerated GTP hydrolysis | Potency, µM (titrated, usually from 114 µM), for the others: at the highest dose activity change, negative = inhibition, usual class: inhibitors | 0.039% of 390,000 active; further: on the % scale 0 is the no-effect control and ±100 the full control effect; nearly all actives have a fitted effect of over 75% in size; some results filed as inactive show a strong effect at the top dose
Target sequence (P49798 whole entry, looked up): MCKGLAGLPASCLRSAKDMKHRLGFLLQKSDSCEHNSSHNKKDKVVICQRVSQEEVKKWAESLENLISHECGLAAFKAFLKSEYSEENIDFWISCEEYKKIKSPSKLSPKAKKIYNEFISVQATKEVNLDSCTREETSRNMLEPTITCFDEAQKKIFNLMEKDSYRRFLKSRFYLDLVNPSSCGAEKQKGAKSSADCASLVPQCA
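MLSMR compounds (23 nl, pin-transferred) preincubated 10 min at room temperature with a 500nM (2x) first reagent, then RGS4 at 900nM (2x) plus Transcreener GDP mix added; fluorescence polarization (620/688 nm) read before and after 90 min at 30 °C.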
TrxR1 substrate = rat thioredoxin reductase 1 substrate activity. purified TrxR1 substrate turnover, NADPH consumption readout. Potency, µM (titrated, usually from 114 µM), inactives show top-dose activity change, negative = substrate turnover. 0.01% of 390,000 active. AID 588456; further: on the % scale 0 is the no-effect control and ±100 the full control effect; nearly all actives have a fitted effect of over 50% in size
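Rat TrxR1, dispensed at 90 nM, was prereduced with 400 uM NADPH (final) for 5 min at ~22 deg C, then incubated with compound 15 min before 400 uM selenite. A first-read NADPH fluorescence drop versus no-compound background flagged substrates.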
IDH1 R132H inh = blocks human mutant IDH1 R132H enzyme | O75874 | AID 602179 | 0.093% of 390,000 active | Potency, µM (highest dose often 76.6 µM), inactives show top-dose activity change, negative = inhibition, actives largely listed as inhibitors | IDH1-R132H enzyme, NADPH consumption, diaphorase/resazurin fluorescence; further: on the % scale 0 is the no-effect control and ±100 the full control effect; nearly all actives have a fitted effect of over 65% in size
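IDH1-R132H (0.5 ug/mL) preincubated 30 min with compound, then NADPH (0.016 mM) and alpha-KG (2 mM) added; 80 min at RT, pH 7.5. Remaining NADPH coupled via diaphorase/resazurin to fluorescence (540/590 nm); concentration-response curves normalized to no-enzyme control.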
Vif-APOBEC3F blk = blocks the Vif interaction with APOBEC3F; HeLa A3F-eYFP + Vif (tagged APOBEC3F with the HIV-1 protein that degrades it), YFP fluorescence increase; Potency, µM (series often up to 46.1 µM), without a hit: top-dose activity, negative = active; 0.2% of 390,000 active; AID 602313; further: % of control where 0% means no effect; nearly all actives have a fitted effect of over 65% in size
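Fluorescence increase (Ex 488/Em 500-530) after overnight compound treatment at 37 deg C flags inhibition of Vif-driven A3F-eYFP loss in stable HeLa A3F-eYFP/Vif cells seeded overnight beforehand.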
Vif-A3G inh = blocks the Vif interaction with human APOBEC3G; Potency, µM (top dose mostly 46.1 µM), without a hit: top-dose activity, negative = active, actives largely listed as inhibitors; HeLa A3G-eYFP + Vif (tagged APOBEC3G with the HIV-1 protein that degrades it), YFP fluorescence, overnight; AID 602310; 0.076% of 410,000 active;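 further: on the % scale 0 is the no-effect control and ±100 the full control effect; nearly all actives have a fitted effect of over 60% in size; hits raise eYFP signal because A3G escapes Vif-driven loss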
Target sequence (Q9HC16 whole entry, looked up): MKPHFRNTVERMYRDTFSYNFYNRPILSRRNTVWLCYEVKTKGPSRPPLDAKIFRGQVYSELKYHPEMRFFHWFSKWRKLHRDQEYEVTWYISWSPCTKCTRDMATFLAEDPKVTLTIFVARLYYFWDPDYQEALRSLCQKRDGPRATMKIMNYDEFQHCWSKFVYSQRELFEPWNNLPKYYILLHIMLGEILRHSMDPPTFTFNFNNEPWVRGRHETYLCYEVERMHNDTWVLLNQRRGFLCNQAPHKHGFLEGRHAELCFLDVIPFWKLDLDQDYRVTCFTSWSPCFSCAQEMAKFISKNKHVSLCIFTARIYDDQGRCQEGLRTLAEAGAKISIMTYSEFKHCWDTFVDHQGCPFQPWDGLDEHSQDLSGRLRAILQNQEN
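HeLa cells stably expressing Vif and C-terminally eYFP-tagged A3G, seeded overnight at 37 deg C, then exposed to compound by pintool overnight at 37 deg C. Rise in yellow fluorescence (Ex 488/Em 500-530, Acumen) marks blocked Vif-driven A3G degradation.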
RXFP1 ag = RXFP1 (human) receptor agonism | Q9HBX9 | HEK293T-RXFP1 cAMP TR-FRET, 30 min; response scale: percent of porcine relaxin response, buffer zero | Potency, µM (highest dose often 57.5 µM), without a hit: at the top dose activation, usual class: activators | 0.3% of 370,000 active; further: on the % scale 0 is the no-effect control and ±100 the full control effect; nearly all actives have a fitted effect of over 60% in size; many of its hits are not listed in these tables
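Agonist response is measured as cAMP accumulation in an RXFP1-transfected HEK293T line under PDE4 inhibition. Values are scaled between buffer-only and 29 nM porcine relaxin, and EC50s come from standard Hill equation fits.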
12-LOX inh = ALOX12 (human) lipoxygenase inhibition; Potency, µM (highest dose often 108 µM), without a hit: top-dose activity change, negative = inhibition, hits mostly inhibitors; P18054; AID 1671190; 1.1% of 580,000 active; purified 12hLO, xylenol orange hydroperoxide absorbance; further: on the % scale 0 is the no-effect control and ±100 the full control effect
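Purified human 12hLO (150 nM final) in 25 mM Hepes, 0.01% Triton X-100, pH 7.0 was preincubated 15 min at room temperature with compound. Then 40 uM arachidonic acid was added, 30 min. Hydroperoxide was read by Fe-XO absorbance ratio 573/405 nm.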
USP1-UAF1 inh = blocks the human USP1/UAF1 deubiquitinase complex; O94782; recombinant USP1/UAF1, Ub-Rhodamine cleavage fluorescence; Potency, µM (highest dose often 57.1 µM), inactives show at the highest dose activity change, negative = inhibition, most hits filed as inhibitors; 0.23% of 390,000 active; AID 743255; further: on the % scale 0 is the no-effect control and ±100 the full control effect; nearly all actives have a fitted effect of over 60% in size; inactives centre near -12
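1 nM enzyme complex + cpd, 15 min RT; start with Ub-Rho 150nM final; kinetic fluorescence ex 480/em 540, 6 reads q60 s. Buffer 50mM HEPES pH 7.8, 0.5mM EDTA, 0.1 mg/ml BSA, 1mM TCEP, 0.01% Tween-20.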
The depositor's hits bear a star; ? = inconclusive; . = no result given; & = joins results of further samples; [ ] = dose if it differs, or a comment. The call rests on the fitted dose curve; in most records, active means well fitted curve in the direction sought with a large enough effect; inconclusive means small, poorly fitted or top-dose-only effect, or another doubt; inactive means no such curve, though single readings can be large; an effect the other way counts as inactive or inconclusive. Potency means the concentration at half of the fitted maximal effect. Not all compounds are listed; rates above refer to the full screens.

SMILES	TrxR1 inh	RGS4 inhibitor	TrxR1 substrate	IDH1 R132H inh	Vif-APOBEC3F blk	Vif-A3G inh	RXFP1 ag	12-LOX inh	USP1-UAF1 inh
Cc1ccc(OC(=O)COc2ccccc2)c(-n2nc3ccccc3n2)c1	-6%	5%	4%[57.1 µM]	9%	4%	-4%	-1.2%	-20%	-6%
Cc1cccnc1NC(=O)CN1C(=O)COc2ccc(Cl)cc21	22%	-4%	7%	18%	-6%	1%	0.5%	13µM*	-19%
CN(C)c1ccc(C(=O)OCC(=O)NC2CCCCCC2)cc1	4%[57.1 µM]	-3%	4%[57.1 µM]	0%	7%	0%	-1.3%	-9%	-22%
O=C(N1CCN(c2ccccc2F)CC1)C1(S(=O)(=O)c2ccc(Cl)cc2)CC1	27%	8%	1%	-1%	-28%	2%	8.1%	-15%	?
Brc1ccc(Oc2nsnc2N2CCOCC2)cc1	-6%	9%	-11%	2%	5%	1%	0.3%	3%	-11%
CCOC(=O)c1ccc(NCc2ccc(N(C)C)cc2)cc1	9%	-20%	-7%	6%	-10%	-1%	1.1%	3%	-18%
CCOC(=O)NC(=O)c1cn(Nc2ncc(Cl)cc2C(F)(F)F)c(=O)[nH]c1=O	13%[57.1 µM]	4%	3%[57.1 µM]	10%	-5%	0%	-1.3%	0%	-20%
CCCCc1nc2cc(C(=O)NCCc3c(C)n[nH]c3C)ccc2o1	13%	8%	8%	1%	11%	0%	.	0%	-17%
CCc1cc2c(C)ccc(C)c2nc1SCC(=O)Nc1cc(C)on1	19%	-4%	4%	3%	1%	-4%	14%	-31%	-17%
COc1cccc(CN(C)c2nc(-c3cccs3)nc3ccccc23)c1	25%[57.1 µM]	-13%	14%[57.1 µM]	4%	-6%	5%	-0.3%	8%	?
CCCCOC(=O)Nc1cccc(C(=O)OCC)c1	6%[57.1 µM]	-19%	-10%	4%	4%	0%	1.9%	0%	1%
Cc1ccc(N(CC(=O)NCCSc2ccccc2)S(=O)(=O)c2ccc(F)cc2)cc1	-3%	-14%	-4%	0%	0%	?	3.7%	-35%	-12%
CC(Cc1cccs1)NC(=O)Nc1cccc(Cl)c1 (stereo not given)	20%[57.1 µM]	-11%	5%[57.1 µM]	17%	3%	0%	0.4%	-19%	-15%
COc1ccccc1C1CCN(Cc2ccc3ccccc3c2)CC1	21%[57.1 µM]	-5%	9%	6%	?	1%	1.5%	14µM*	-11%
CCOc1ccc(-c2c(C)nn3c(C)c(C(=O)NCc4ccc(Cl)cc4)cnc23)cc1OCC	11%[57.1 µM]	-14%	-2%[57.1 µM]	.	.	.	2.6%	-23%	-12%
CC(C)C(NS(=O)(=O)c1ccccc1)C(=O)NC1CCCC1 (stereo not given)	5%	3%	3%	1%	2%	2%	2.5%	36%[activator]	-15%
O=C(c1cccs1)N1CCN(C/C=C/c2ccccc2)CC1	-10%	-4%	5%	4%	3%	-2%	-2.1%	-4%	-17%
CCCCC(=O)NC(=S)NNC(=O)CC	-26%	-18%[11.4 µM]	-3%	-8%	5%	-1%	2.3%	0%[57.4 µM]	0%
CC1CCN(CC(C)CNC(=O)c2cc(-c3ccccn3)nc3ccccc23)CC1 (stereo not given)	21%	24%	10%[57.1 µM]	1%	4%	-3%	-0.9%	19%	-12%
CCc1ccc(NC(=O)c2ccc(F)c(S(=O)(=O)N(CC)c3ccccc3)c2)cc1	0%	-20%	-5%	-5%	-10%	-1%	2.5%	-18%	-21%

3 entries from above, ordered by number of heavy atoms, ascending:
SMILES	TrxR1 inh	RGS4 inhibitor	TrxR1 substrate	IDH1 R132H inh	Vif-APOBEC3F blk	Vif-A3G inh	RXFP1 ag	12-LOX inh	USP1-UAF1 inh
CCCCOC(=O)Nc1cccc(C(=O)OCC)c1	6%[57.1 µM]	-19%	-10%	4%	4%	0%	1.9%	0%	1%
Cc1cccnc1NC(=O)CN1C(=O)COc2ccc(Cl)cc21	22%	-4%	7%	18%	-6%	1%	0.5%	13µM*	-19%
Cc1ccc(OC(=O)COc2ccccc2)c(-n2nc3ccccc3n2)c1	-6%	5%	4%[57.1 µM]	9%	4%	-4%	-1.2%	-20%	-6%

Carrying on:
SMILES	TrxR1 inh	RGS4 inhibitor	TrxR1 substrate	IDH1 R132H inh	Vif-APOBEC3F blk	Vif-A3G inh	RXFP1 ag	12-LOX inh	USP1-UAF1 inh
Cc1ccc(S(=O)(=O)N(C(=O)c2ccncc2)c2ccc(OC(=O)c3ccncc3)cc2)cc1	?	-13%	-3%	3%	-4%	1%	0.4%	-22%	-7%
O=C(COC(=O)CC1CC2CCC1C2)Nc1ccc(F)cc1 (stereo not given)	20%	3%	1%	11%	0%	0%	-1.7%	-16%	-27%
Cn1cc(C(=O)N2CCCCCC2)c(=O)c2cc(S(=O)(=O)N3CCCCC3)ccc21	21%	5%	-4%	-3%	1%	1%	9.5%	1%	-10%
COc1ccc(C(=O)Nc2ccc(Cl)c(Cl)c2)c(OC)n1	1%	3%	6%	-4%	-3%	-11%	8.8%	-9%	-3%
Cc1cccc(N(C)c2nc3ccccc3c3nnc(C)n23)c1	21%	-17%	-1%	15%	-8%	1%	7.0%	-10%	-16%
O=C(c1sc2ccccc2c1Cl)N1CCN(c2ncccn2)CC1	23%	-11%[11.4 µM]	6%	5%	1%	-2%	2.5%	-10%	-26%
COC(=O)c1c(C)oc2ccc(NS(=O)(=O)c3cc(OC)ccc3OC)cc12	-8%[57.1 µM]	16%[11.4 µM]	-11%	-2%	5%	?	-0.4%	0%	-9%
CCOc1ccc(C(=O)N2CCCC2)cc1OC	-7%	4%	-2%	0%	-5%	-1%	4.3%	1%	-14%
CCn1nc(C)cc1C(=O)Sc1ccc(Cl)cc1Cl	?	-34%	7%	-4%	?	-3%	2.0%	0%	-9%
COc1cccc(Cn2c(=O)c3ccccc3n3nc(C)cc23)c1	13%[57.1 µM]	3%	11%[57.1 µM]	-4%	-27%	?	2.5%	-1%	-23%
COc1ccccc1N(Cc1ccccc1)S(=O)(=O)c1cccc(C(=O)Nc2cc(C)ccn2)c1	24%	27%	0%	-11%	-5%	-5%	0.7%	469%[activator]	-15%
CCC1=Nc2cc(C(=O)NCc3ccccc3OC)ccc2Sc2ccc(Cl)cc21	20%[57.1 µM]	14%	2%[57.1 µM]	2%	4%	-6%	1.9%	-21%	-7%
COCCN(C(=O)COC(=O)c1c(NC(C)=O)sc(C)c1C)c1c(N)n(Cc2ccccc2)c(=O)[nH]c1=O	21%	-19%	14%	-2%	-4%	-3%	1.3%	-18%	-26%
Cc1ccccc1NC(=O)c1c([N+](=O)[O-])c(C(C)(C)C)nn1C	-4%[57.1 µM]	0%	-4%[57.1 µM]	5%	-2%	-3%	0.6%	10%	-10%
Cc1ccc(Nc2nc3c([nH]2)c(=O)n(C)c(=O)n3C)cc1	4%	2%	0%	3%	-9%	0%	2.9%	-18%	-17%
CC(=O)C[C@H]1c2cc(C(F)(F)F)ccc2S(=O)(=O)N1Cc1ccccc1	-10%&6%	-5%	-7%&4%	3%	-4%	2%&-2%	.	9%	-11%
COC(=O)c1ccc(NC(=O)Cn2nnc3ccccc32)cc1	5%[57.1 µM]	-3%	-8%	0%	1%	-1%	0.2%	-3%	-2%
O=S(=O)(c1cccc2nsnc12)N1CCN(Cc2ccccc2)CC1	7%	11%	-5%	8%	-10%	2%	-1.3%	-14%	-7%
N#Cc1cnc2nc1NCCCCCCC2	.	.	.	7%	0%	-6%	.	?	-11%
N#Cc1sc(NCc2ccccc2)nc1Cl	6%[57.1 µM]	-9%	-26%[57.1 µM]	4%	-4%	5%	2.2%	-22%	-23%
Cc1oc(-c2ccccc2)cc1C(=O)NCc1ccncc1	?	-13%	-16%	-3%	0%	2%	-1.1%	?	-16%
O=C(CCN1CCCCCC1)Nc1ccc2c(c1)OCCO2	-8%[57.1 µM]	-3%	8%[57.1 µM]	2%	-3%	2%	-1.2%	?	-16%
CCCc1nnc(NC(=O)C2CC(=O)N(CCc3ccc(F)cc3)C2)s1 (stereo not given)	19%	-10%	4%	7%	7%	0%	-4.2%	-26%	-10%

In the list so far, two contain two or more sulfur atoms:
SMILES	TrxR1 inh	RGS4 inhibitor	TrxR1 substrate	IDH1 R132H inh	Vif-APOBEC3F blk	Vif-A3G inh	RXFP1 ag	12-LOX inh	USP1-UAF1 inh
Cc1ccc(N(CC(=O)NCCSc2ccccc2)S(=O)(=O)c2ccc(F)cc2)cc1	-3%	-14%	-4%	0%	0%	?	3.7%	-35%	-12%
O=S(=O)(c1cccc2nsnc12)N1CCN(Cc2ccccc2)CC1	7%	11%	-5%	8%	-10%	2%	-1.3%	-14%	-7%

12-LOX inh: entries above that show a hit
compound	TrxR1 inh	RGS4 inhibitor	TrxR1 substrate	RXFP1 ag	12-LOX inh	USP1-UAF1 inh
Cc1cccnc1NC(=O)CN1C(=O)COc2ccc(Cl)cc21	22%	-4%	7%	0.5%	13µM*	-19%
COc1ccccc1C1CCN(Cc2ccc3ccccc3c2)CC1	21%[57.1 µM]	-5%	9%	1.5%	14µM*	-11%
